KKLEB tox: reduces viability of KKLEB cystic fibrosis airway cells; AID 602141; KKLEB CF airway cells viability, ATPlite luminescence, overnight; active compounds read low; cells stimulated with P. aeruginosa culture filtrate; activity change (cytotoxicity), % at 5 µM; 360,000 compounds, 0.36% hits;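 active = corrected activity change at or below -50% at 5 µM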
Shn3 3UTR inh: Schnurri-3 reporter inhibition in Clone20 osteoblasts | Clone20 osteoblast Shn3 3'UTR firefly luciferase, 24 h | inhibition, % at 12.5 µM | 360,000 compounds, 0.52% hits;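 active = mean inhibition of at least 75% with every replicate also reaching 75%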;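 also: 0% = median of neutral control wells and 100% = pilot-screen positive control compound; some compounds past the cut are filed as inactive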
NR2E3 ag-1: agonists of human NR2E3 nuclear receptor; AID 602229; inhibition of corepressor binding, % at 3.98 µM; 360,000 compounds, 0.35% hits; Q9Y5X4; CHO-S Gal4-NCOR/VP16-NR2E3 two-hybrid, luciferase;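 active = inhibition above the mean of all tested compounds plus 3 SD, cut at about 70% in these data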;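 also: 0% = DMSO with NR2E3 transfected cells and 100% = cells lacking NR2E3 construct; higher means lower luciferase signal from less NR2E3 corepressor binding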
Target sequence (Q9Y5X4 whole entry, looked up, the tested form may be a part): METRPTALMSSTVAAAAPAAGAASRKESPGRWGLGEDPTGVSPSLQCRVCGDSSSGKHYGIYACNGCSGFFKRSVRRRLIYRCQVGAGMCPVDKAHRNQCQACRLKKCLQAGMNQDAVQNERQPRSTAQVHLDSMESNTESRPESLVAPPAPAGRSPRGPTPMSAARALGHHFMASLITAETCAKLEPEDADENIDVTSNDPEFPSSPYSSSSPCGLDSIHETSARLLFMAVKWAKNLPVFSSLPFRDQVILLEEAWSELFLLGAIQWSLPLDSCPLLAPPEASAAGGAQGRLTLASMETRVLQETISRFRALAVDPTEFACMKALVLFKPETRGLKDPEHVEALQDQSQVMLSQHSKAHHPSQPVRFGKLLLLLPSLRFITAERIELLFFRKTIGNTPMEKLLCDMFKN
EBV LMP1 NFkB: reduces LMP1-driven NF-kappaB luciferase signal. LMP1-induced NF-kappaB luciferase reporter cells, luminescence. inhibition, % at 12.5 µM. 350,000 compounds, 0.69% hits. AID 504558; in the data active = inhibition above about 41%;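 also: 0% = neutral control wells and 100% = reference inhibitor control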
TRAIL sens C8: sensitizes caspase-8 expressing cells to TRAIL. NB7+C8 cells + TRAIL, ATPlite viability luminescence. inhibition (viability loss, TRAIL sensitization), % at 10 µM. 360,000 compounds, 1% hits;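 active = compounds causing at least 50% loss of cell viability in the single-dose screen, relative to plate controls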
hiPSC survival: hiPSC single-cell survival enhancement; ATPlite luminescence; 100% = ROCK inhibitor wells, 0% = DMSO; survival enhancement, % at 20 µM; 360,000 compounds, 0.044% hits; AID 602274; in the data active = survival enhancement above about 18%;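 also: cells exposed to compounds for 16 hours before the ATP read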
Peg3 prom inh: Peg3 promoter activity inhibition | HeLa PEG-Prom luciferase reporter, luminescence, overnight | inhibition, % at 20 µM | 360,000 compounds, 1.7% hits | AID 588405;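 active = inhibition of at least 50% at 20 µM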
CF NFkB inh: blocks PAF-induced NF-kB reporter in cystic fibrosis cells. KKLEB NF-kB-GFP reporter, GFP fluorescence overnight. inhibition, % at 5 µM. 360,000 compounds, 0.86% hits;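 active = at least 50% inhibition at 5 µM, scaled per plate between neutral and stimulator controls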;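 also: PAF is a Pseudomonas aeruginosa culture filtrate used as stimulus; plate controls were PAF-stimulated DMSO wells for no effect and unstimulated DMSO wells for full effect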
HIF-2a block: inhibitors of HIF-2a. 786-0 RCC cells HIF-2a reporter, luciferase luminescence, overnight. inhibition, % at 18.8 µM. 360,000 compounds, 0.72% hits. AID 624352;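 active = inhibition of the luminescence signal of 40% or more relative to plate controls, in a single-dose primary screen at 18.75 µM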
NR2E3 ag-2: NR2E3 (human) agonism; Q9Y5X4; GST-NR2E3/biotin-RetCOR TR-FRET, 1536-well; inhibition of corepressor binding, % at 4.78 µM; 320,000 compounds, 0.12% hits; AID 2300;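 active = percent inhibition above the cutoff of mean plus 3 SD of all tested compounds, set per screening campaign, cut at about 20% in these data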;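 also: 0% = DMSO wells and 100% = biotin wells as full block of FRET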
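Material: NR2E3–RetCOR corepressor complex / Incubation: Compound–protein incubation for 5 h at 4 °C / Dosing: compound at 4.8 µM, single dose / Detection: time-resolved FRET / Benchmarks: high control biotin, low control 0.6% DMSO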
MITF TRPM1 inh: reduces MITF-dependent TRPM1 promoter luciferase signal; SK-MEL-5 TRPM1 promoter luciferase, 24 h; 330,000 compounds, 0.83% hits; inhibition, % at 12.5 µM;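 active = mean inhibition across replicates of 60% or more, whatever share of single replicates reaches that level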; also: values of inactives mirror those of a sister screen read the other way
* hit, by the source's call; . = no result given; & = joins results of further samples. Only part of the results is shown; the hit share may differ from the screen's.

SMILES	KKLEB tox	Shn3 3UTR inh	NR2E3 ag-1	EBV LMP1 NFkB	TRAIL sens C8	hiPSC survival	Peg3 prom inh	CF NFkB inh	HIF-2a block	NR2E3 ag-2	MITF TRPM1 inh
CC(C)Nc1nc(Nc2ccccc2Cl)c2sccc2n1	-27	27	13	.	2	-1.3	29	26	11	.	.
Cc1cccc(NC(=O)N2CCN(Cc3ccc(Cl)cc3)CC2)c1	2	20	2	4	18	-2.8	11	-12	-5	9	12
COc1cccc(NC(=O)CSc2nnc(Cn3cnc([N+](=O)[O-])n3)n2C)c1	-2	10	-14	-4	-11	-1.1	-3	-3	18	-1	0
O=C(OCC(=O)N1CCC(Cc2ccccc2)CC1)c1ccc(CO)cc1	3	-7	-1	-4	-10	-3.0	1	3	12	-2	3
CN(C)CCCN(C(=O)c1ccc(S(=O)(=O)N2CCCCCC2)cc1)c1nc2cc3c(cc2s1)OCCO3	-6	-28	-2	-9	3	-0.5	-69	9	-59	4	-10
COCc1nnc(NC(=O)c2cccc(NC(=O)c3ccccc3)c2)s1	-8	11	4	2	0	-0.5	-10	12	-14	3	0
Cc1nc(SCC(=O)NC2CC2)c2c(C)c(C)sc2n1	-3	4	12	-2	-3	-0.3	13	3	21	1	6
O=C(/C=C/c1cccc([N+](=O)[O-])c1)N1CCN(Cc2ccccc2)CC1	6	-2	-57	-34	-1	-0.5	-17	0	-30	2	-9
CC(=O)Nc1ccc(N=Nc2ccc(O)cc2)cc1	1	-61	-83	-46	50	-1.8	-231	0	-203	-2	-41
Cc1ccc(/C=C/c2ccc(N(C)C)cc2)[n+](C)c1	-1	79	-14	21	15	-0.3	-18	-47	-15	-11	27
CN1/C(=C/C(=O)c2cccs2)Sc2ccccc21	-15	-32	-64	-18	57*	-3.3	-146	-29	-134	-4	-1
O=C(COC(=O)c1c2c(nc3ccccc13)CCCC2)Nc1ccc2c(c1)OCO2	-16	-1	-13	5	25	-0.9	35	-21	5	-1	-10
Cc1ccccc1-n1c([C@@H]2C[C@H]2c2ccccc2)n[nH]c1=S	-5	5	-8	3	14	-0.8	-3	5	10	1	-8
COC(=O)c1sc2nc(SCc3cccc(Cl)c3)n(N)c(=O)c2c1C	-14	14	7	9	-4	0.5	9	2	2	5	10
Cc1c(NC(=O)c2c([N+](=O)[O-])cnn2C)c(=O)n(-c2ccccc2)n1C	-5	1	11	4	-10	-0.5	7	6	11	9	14
Cc1cc2oc(C(=O)Nc3c(C)n(C)n(-c4ccccc4)c3=O)c(C)c2cc1Cl	-24	36	32	9	32	-1.1	34	-7	11	1	9
CCn1cc(C(=O)O)c(=O)c2cc(F)c(N3CCN(C(=S)NC(=O)c4cccc(C)c4)CC3)cc21	17	15	-7	-4	-14	-0.1	19	2	11	0	-4
CC1CCc2sc(C(=O)NN)cc2C1 (stereo not given)	9	-9	-9	-1	5	0.9	-10	7	4	1	1
S=C(NCCc1ccccc1)N1CCC2CC1c1cc(-c3ccc4c(c3)OCO4)ccc12 (stereo not given)	-4	70	6	.	12	-1.5	-1	-6	1	.	.
Cc1ccc(Nc2nc(NCC3CCCO3)nc(N)c2[N+](=O)[O-])cc1 (stereo not given)	-22	7	21	-16	-18	-0.6	27	8	6	2	13
CC1(C)CC(=O)c2cnc(NC(=O)CSc3nc4ccccc4o3)nc2C1	-10	3	-38	-8	-14	1.9	-1	-17	-19	0	-1
CC(C)c1ccc(N(CC(=O)NCc2ccco2)C(=O)CCC(=O)Nc2ccccn2)cc1	6	4	-18	-1	-3	0.3	0	6	7	-2	4
CC1CCc2sc(C(=O)NCC3CCCO3)cc2C1 (stereo not given)	-18	-69	-133	-7	18	-0.1	-305	7	-191	.	-100
O=C(COc1coc(CN2CCc3ccccc3C2)cc1=O)Nc1ccc([N+](=O)[O-])cc1	2	23	18	2	-1	-0.4	4	-23	-1	1	8
CCCCn1c(SCN2C(=O)c3ccccc3C2=O)nc2cc(S(N)(=O)=O)ccc21	-13	-10	-22	2	0	1.2	4	4	-15	.	3
SMILES	KKLEB tox	Shn3 3UTR inh	NR2E3 ag-1	EBV LMP1 NFkB	TRAIL sens C8	hiPSC survival	Peg3 prom inh	CF NFkB inh	HIF-2a block	NR2E3 ag-2	MITF TRPM1 inh
COc1ccc(NC(=O)CCc2nnc3ccc(NCc4ccc5c(c4)OCO5)nn23)cc1	5	-11	-2	-5	3	-0.5	14	-37	2	0	-4
O=c1[nH]c(=S)n(-c2cccc(Cl)c2)c(O)c1/C=N/N1CCOCC1	1	-11	-14	2	15	0.6	6	4	14	1	10
CCN1C(=O)/C(=C/N2CCc3ccccc32)SC1=S	-3	-52	-67	-42	-5	-0.6	-194	-14	-213	3	-56
Cc1cc(Cl)cc(C)c1OCCCCn1ccnc1	15	30	-20	6	6	-2.3	18	-13	0	-4	-2
Cc1cc(C)cc(NC(=O)c2ccc(S(=O)(=O)NCc3cccnc3)cc2)c1	-2	14	-2	0	0	1.6	7	0	17	1	-5
Cc1cccc(OCc2nnc(SCc3nc4ccccc4c(=O)[nH]3)o2)c1	8	-2	-12	0	-11	-3.2	13	-7	30	-1	-1
COCCNC(=O)C1(C)CCCN(C(=O)c2cccc(C#N)c2)C1 (stereo not given)	0	-6	21	.	2	0.1	10	1	5	.	.
O=C(Cn1nc(-c2ccccc2)ccc1=O)Nc1ccc(N2CCN(C(=O)c3ccccc3)CC2)cc1	7	5	10	6	12	-2.6	5	-5	27	0	22
COc1ccc(N2CCN(C3CCCN(S(=O)(=O)c4ccccc4)C3)CC2)cc1 (stereo not given)	16	-5	5	1	6	0.7	-1	-12	12	1	6
O=C(c1cc(-c2cccc(O)c2)on1)N1CCN(C(c2ccccc2)c2ccccc2)CC1	-13	44	-17	-6	5	-0.8	82*	29	-32	0	-1
Nc1c(C(=O)CSc2nccn2-c2ccc(Cl)cc2)c(=O)[nH]c(=O)n1C1CC1	-19	0	-1	3	3	-0.5	-4	-5	6	3	4
COC(=O)c1nc(NC(=O)c2cc(OC)c(OC)c(OC)c2)n[nH]1	9	-82	-1	1	-14	-0.4	10	-12	30	5	-2
O=C(O)C1CC(c2cccc(Br)c2)=NO1 (stereo not given)	8	-22	-3	-2	-19	1.8	19	-4	3	2	-11
CC(C)(C)c1nc2ccc(NS(=O)(=O)c3ccc(F)c(F)c3F)cc2[nH]1	0	-2	19	-1	3	1.7	5	3	5	3	-1
O=C(Nc1cnn(Cc2ccc(Cl)cc2)c1)C1CCCC1	-1	-19	-1	1	7	1.2	-30	3	-46	2	-12
Clc1ccc(-c2cn3c(n2)-c2ccccc2C3)cc1Cl	-13	-21	-163	-98	44	-2.6	-223	-27	-144	-5	-8
Cc1cc(-c2cc(C(=O)Nc3ccccc3)on2)nc(NCC2CC2)n1	-12	-10	10	4	-21	0.4	9	8	18	0	2
COc1ccc(C=CC(=O)c2ccc(OC)c(OC)c2)cc1O	-9	-21	-14	-4	24	-3.5	-52	35	-8	.	.
CCc1ccccc1N(CC(=O)NCc1ccco1)C(=O)c1snc(C(N)=O)c1N	4	-1	-10	55*	1	-0.8	33	-3	14	2	10
O=C(C1CCCN(S(=O)(=O)c2ccc(F)cc2)C1)N1CCCC1 (stereo not given)	-21	5	-2	1	-9	0.2	7	0	10	-1	3
O=C1C2CCC(C2)C1CN1CCOCC1 (stereo not given)	-2	2	-11	1	4	7.4	14	-2	12	.	17
O=C(NNC(=O)[C@H]1CC=CC[C@H]1C(=O)O)c1ccc(Cl)cc1Cl	3	-14	-1	-2	-3	1.6	6	4	27	-1	-33
N/C(COc1ccc(Cl)cc1Cl)=N\NS(=O)(=O)c1ccccc1	-5	-13	-30	6	15	-5.0	6	10	4	3	8
CCN1CCN(c2ccc(S(=O)(=O)N3CCOCC3)cc2NC(=O)CC(NC(C)=O)c2ccccc2)CC1 (stereo not given)	6	-2	-20	8	7	0.1	-7	5	17	.	-3
CC1=CC(C)=Nc2ccc(C)cc2N1	6&-8	-21&-100	-117&-120	-14&-17	-22&-6	2.4&0.8	-105&-95	-7&15	-115	-1&1	5&-12

Record cards (already shown). Order of values: KKLEB tox | Shn3 3UTR inh | NR2E3 ag-1 | EBV LMP1 NFkB | TRAIL sens C8 | hiPSC survival | Peg3 prom inh | CF NFkB inh | HIF-2a block | NR2E3 ag-2 | MITF TRPM1 inh
Listed for Nc1c(C(=O)CSc2nccn2-c2ccc(Cl)cc2)c(=O)[nH]c(=O)n1C1CC1 : -19 | 0 | -1 | 3 | 3 | -0.5 | -4 | -5 | 6 | 3 | 4
Listed for O=c1[nH]c(=S)n(-c2cccc(Cl)c2)c(O)c1/C=N/N1CCOCC1 : 1 | -11 | -14 | 2 | 15 | 0.6 | 6 | 4 | 14 | 1 | 10
Listed for CC(C)(C)c1nc2ccc(NS(=O)(=O)c3ccc(F)c(F)c3F)cc2[nH]1 : 0 | -2 | 19 | -1 | 3 | 1.7 | 5 | 3 | 5 | 3 | -1

Continued.
SMILES	KKLEB tox	Shn3 3UTR inh	NR2E3 ag-1	EBV LMP1 NFkB	TRAIL sens C8	hiPSC survival	Peg3 prom inh	CF NFkB inh	HIF-2a block	NR2E3 ag-2	MITF TRPM1 inh
CCN(CC)S(=O)(=O)c1cc(NC(=O)CSCc2c(C)noc2C)ccc1C	-8	11	-2	7	1	-0.8	1	-4	-1	.	7
Cc1cc2ncn(CC(C)C)c2cc1C	1	-1	-18	-7	-1	-0.3	4	22	13	0	0
OC(COc1ccccc1)CN1CCCCC1 (stereo not given)	7	-4	4	1	8	-1.2	2	11	9	.	2
O=C(C1CCCC1)N1CCC(CC2CC(c3ccc(Cl)cc3)=NO2)(C(=O)NCC2CCCCC2)CC1 (stereo not given)	3	-8	-24	-2	13	2.4	14	-21	12	2	-12
COc1ccc(C2c3[nH]c4ccccc4c3CCN2Cc2ccoc2)c(F)c1 (stereo not given)	3	16	-7	-43	1	-0.3	22	-20	-3	-1	.
O=c1c(-c2nnc(SCc3ccc(Cl)cc3Cl)o2)cccn1Cc1ccccc1	-14	8	-7	4	-12	5.0	27	-14	10	1	6
COc1ccc(/C=C/c2nnc(NC(=O)c3ccco3)s2)cc1	3	-14	-73	.	1	0.8	-80	-4	-95	-1	.
O=C(Cn1nnc(-c2ccc(S(=O)(=O)N3CCCC3)cc2)n1)NCC1CCCO1 (stereo not given)	-10	13	-10	-3	-4	-0.2	-4	4	3	1	-10
O=C(/C=C/c1ccccc1)NC(=S)NNC(=O)c1cnccn1	-1	57	-32	30	26	-0.3	36	35	9	-2	7
O=C(NCCC(=O)N1CCc2ccccc21)c1ccco1	0	-20	-27	-13	-13	-0.2	-175	-16	-161	-4	-23
Cc1ccc(C)c(NC(=O)CCC(=O)NNC(=O)c2cccc([N+](=O)[O-])c2)c1	-3	-30	10	0	6	-1.0	10	4	0	2	-3
CC(C)CN(C(=O)COc1ccc2ccc(=O)oc2c1)C1CCS(=O)(=O)C1 (stereo not given)	-13	2	-6	4	-23	-0.5	7	24	0	2	-2
COc1ccccc1S(=O)Cc1ccc(C(=O)NC2CCCC2)o1 (stereo not given)	8	10	24	4	13	3.7	-5	-5	7	0	19
Cc1cc2[nH]c3ccccc3c2c(C)n1	1	1	13	5	5	-1.2	33	-48	14	1	18

Assay outcomes: PubChem BioAssay, several laboratories
